# TDP-43 yeast inh = inhibitors of TDP-43 toxicity in yeast; TDP-43 expressing yeast growth rescue, BacTiter-Glo, 24 h; Potency, µM (top dose mostly 46.1 µM), without a hit: at the top dose growth rescue (activation), usual class: activators; hit rate 1.8% among 410,000; note: % of control where 0% means no effect; nearly all actives have a fitted effect of over 50% in size
#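 Cell-based yeast growth screen: TDP-43 expression induced in galactose, inoculum OD600=0.02 after raffinose pregrowth to mid-log. Read-out BacTiter-Glo luminescence at 24 hr, 30 deg C; inhibition of toxicity seen as signal increase.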
# EPAC1 antag = blocks human EPAC1 exchange factor. O95398. EPAC1 GEF assay, Rap1b-BODIPY-GDP exchange fluorescence. Potency, µM (series often up to 115 µM), for the others: top-dose activity change, negative = inhibition, actives largely listed as inhibitors. hit rate 0.14% among 360,000;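 note: plate controls were vehicle for no effect and positive control for full effect; nearly all actives have a fitted effect of over 50% in size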
# Target sequence (O95398 whole entry, looked up): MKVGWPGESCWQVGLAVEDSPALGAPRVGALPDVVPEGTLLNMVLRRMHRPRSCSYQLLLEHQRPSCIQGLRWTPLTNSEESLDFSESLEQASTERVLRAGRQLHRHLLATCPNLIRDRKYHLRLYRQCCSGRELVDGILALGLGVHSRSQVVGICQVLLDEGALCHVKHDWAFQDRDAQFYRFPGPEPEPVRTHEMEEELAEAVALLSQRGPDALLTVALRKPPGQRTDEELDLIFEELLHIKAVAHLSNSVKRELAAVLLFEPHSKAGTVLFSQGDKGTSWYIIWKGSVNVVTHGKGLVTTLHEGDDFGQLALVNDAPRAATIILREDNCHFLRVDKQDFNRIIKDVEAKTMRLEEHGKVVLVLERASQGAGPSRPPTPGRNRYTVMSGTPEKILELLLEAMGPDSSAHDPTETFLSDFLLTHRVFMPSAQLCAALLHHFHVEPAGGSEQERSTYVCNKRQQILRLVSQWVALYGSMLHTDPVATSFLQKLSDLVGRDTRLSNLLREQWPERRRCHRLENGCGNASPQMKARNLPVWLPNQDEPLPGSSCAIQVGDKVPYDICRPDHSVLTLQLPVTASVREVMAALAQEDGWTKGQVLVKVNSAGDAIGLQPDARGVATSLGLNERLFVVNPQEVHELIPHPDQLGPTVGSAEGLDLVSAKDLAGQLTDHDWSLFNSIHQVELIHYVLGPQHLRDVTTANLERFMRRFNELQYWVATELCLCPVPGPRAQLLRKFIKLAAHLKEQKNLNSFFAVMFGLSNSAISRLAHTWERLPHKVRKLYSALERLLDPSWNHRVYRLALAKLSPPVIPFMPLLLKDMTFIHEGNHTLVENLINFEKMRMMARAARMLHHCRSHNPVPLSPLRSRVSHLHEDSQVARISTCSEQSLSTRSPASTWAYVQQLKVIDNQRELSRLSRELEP
# aSyn rescue = alpha-synuclein toxicity inhibition in yeast; hit rate 0.14% among 370,000; Potency, µM (top dose mostly 46.1 µM), for the others: at the highest dose growth rescue (activation), actives largely listed as activators; Yeast expressing alpha-synuclein, growth rescue, BacTiter-Glo, 24 h; note: % of control where 0% means no effect; nearly all actives have a fitted effect of over 65% in size
#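 Screening used galactose-induced yeast with toxic alpha-synuclein levels, exposed to compound for 24 hr at 30 deg C. Cell growth, read with BacTiter-Glo luminescence, gave the measured signal.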
# EPAC1 ag = EPAC1 (human) agonism | O95398 | EPAC1 agonist qHTS, biochemical assay; response scale: 100% = response to 6.5 mM cAMP | Potency, µM (titrated, usually from 154 µM), inactives show top-dose activation, most hits filed as activators | hit rate 0.073% among 360,000 | AID 720707; note: nearly all actives have a fitted effect of over 60% in size
#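 Read-out is the fluorescence drop as BODIPY-GDP leaves Rap1B (480 nm excitation, 540 nm emission), recorded every 5 minutes over 30 minutes. Reactions held 100 nM EPAC1, 250 nM Rap1B–BODIPY-GDP and 50 uM GDP, with 6.5 mM cAMP setting full activation.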
# FUS yeast rescue = FUS proteinopathy suppression in yeast; S. cerevisiae FUS-expressing, growth rescue, OD600, 24 h; Potency, µM (titrated, usually from 76.6 µM), for inactives: at the highest dose growth rescue (activation), actives largely listed as activators; hit rate 0.24% among 390,000;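 note: plate controls were DMSO vehicle for no effect and reference control for full effect; nearly all actives have a fitted effect of over 55% in size; some results filed as inactive show a strong effect at the top dose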
#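 Compound concentration series was pinned onto galactose-induced FUS-expressing yeast seeded at OD 0.005. Plates sat 24hr at 30C; absorbance at 600 nm gave growth. DMSO served as background control.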
# EPAC2 ag = EPAC2 (human) agonism | Potency, µM (top dose mostly 154 µM), inactives show at the highest dose activation, usual class: activators | EPAC2 activation, biochemical qHTS; response scale: 100% = 6.5 mM cAMP response | hit rate 0.079% among 360,000 | Q8WZA2; note: nearly all actives have a fitted effect of over 50% in size
#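 Readout is BODIPY fluorescence (480 nm excitation, 540 nm emission), which falls as labeled GDP is exchanged off Rap1B. EPAC2 at 100 nM acted on 250 nM RAP1B-BODIPY-GDP with 50 uM GDP present.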
# EPAC2 antagonist = blocks human EPAC2 exchange factor. Q8WZA2. EPAC2 GEF exchange of Rap1B-BODIPY-GDP, fluorescence. Potency, µM (series often up to 114 µM), for the others: top-dose activity, negative = inhibition, most hits filed as inhibitors. hit rate 0.18% among 360,000; note: % is set by controls: 0 for no effect and ±100 for the full control effect; nearly all actives have a fitted effect of over 45% in size; many of its hits are not listed in these tables
# PTHR1 ag = PTHR1 (human) receptor agonism. Q03431. HEK293 GP2 PTHR1 cells, GloSensor cAMP luminescence, 1 h. Potency, µM (doses to about 115 µM), for the others: at the top dose activation, most hits filed as activators. hit rate 0.075% among 410,000; note: nearly all actives have a fitted effect of over 55% in size; some results filed as inactive show a strong effect at the top dose; inactives centre near -15; many of its hits are not listed in these tables
#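 HEK-293-derived GP2 cells expressing PTHR1 and a GloSensor cAMP reporter, 3,000/well, plated overnight, given luciferin plus IBMX (each 0.5 mM as added) for 1 h at 37 °C, then compound for 1 h at 37 °C. Luminescence was read after 15 min at room temperature.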
# Starred values were filed as active, the others as inactive; i = inactive; u = inconclusive; x = not tested or not shown; [ ] = dose if it differs, or a comment. Calls come from the whole dose curve; as a rule, active = well fitted curve in the direction sought with a large enough effect; inconclusive = small, poorly fitted or top-dose-only effect, or another doubt; inactive = no such curve, though single readings can be large; an effect the other way counts as inactive or inconclusive. Potency is the fitted concentration of half-maximal effect. An excerpt; the hit share may differ from the screen's.
No.	SMILES	TDP-43 yeast inh	EPAC1 antag	aSyn rescue	EPAC1 ag	FUS yeast rescue	EPAC2 ag	EPAC2 antagonist	PTHR1 ag
1	NS(=O)(=O)c1ccc2nc(NC(=O)c3ccc(Br)o3)sc2c1	-1%	1%	-1%	0%	5%	0%	-6%	i
2	CCc1ccc(NC(=O)CSc2nnc(COc3ccc4c(c3)CCCC4)o2)cc1	u	1%	9%	-11%	-6%	0%	3%	-1%
3	Cc1ccnc(N/C=C(/NC(=O)c2ccccc2)C(=O)N/N=C\c2ccc(F)cc2)n1	-4%	17%	-14%	-4%	20%	-16%	20%[57.1 µM]	i
4	O=C(COC(=O)c1ccc(S(=O)(=O)N2CCCC2)cc1)NCCc1ccc(F)cc1	9%	-10%	-6%	5%	1%	2%	-1%	i
5	Cc1ccc(C(=O)n2c3ccccc3c3ccccc32)cc1	-10%	11%	-14%	6%	-17%	14%	-3%	-13%
6	C[C@@]12C(=O)Nc3cc(F)c(F)cc3C(=O)N1[C@H]1c3ccccc3OC[C@@H]1[C@@H]2c1ccccc1	-13%	-18%	-11%	-9%	-1%	7%	9%	-19%
7	FC(F)(F)c1cccc(NC(=S)NC2CCCC2)c1	u	3%	-14%	1%	x	-2%	0%	-1%
8	CCOc1ccc(/C(O)=C2/C(=O)C(=O)N(CCCN3CCOCC3)C2c2ccc(C)cc2)cc1C (centres undefined)	-6%	-10%	8%	-4%	14%	-7%	2%	-45%[inhibitor]
9	COC(=O)C1=C(C)N(C)C(=O)NC1c1ccc(O)c(Cl)c1 (centres undefined)	23%	-1%	-5%	7%	0%	4%	-4%	-18%
10	CCNc1nc(NCC)nc(N/N=C/c2cc(OC)c(OC)c(OC)c2)n1	14%	7%	-1%	2%	-9%	2%	4%	-9%
11	CN1CCN(S(=O)(=O)c2ccc3c(c2)oc(=O)n3C)CC1	-15%	0%	-1%	-14%	-17%	8%	12%	i
12	COCCCNC(=O)CN1CCN(Cc2ccccc2Cl)C1=O	16%	-5%	-4%	-2%	-30%	13%	1%	-6%
13	CCN1C(=O)[C@H]2[C@@H](c3ccc(C)cc3)N3C(=O)N(c4ccc(OC)cc4)C(=O)[C@@]3(C)[C@H]2C1=O	13%	4%	3%	3%	0%	5%	1%	i
14	O=C(COC(=O)CSc1ccc([N+](=O)[O-])cc1)NCC1CCCO1 (centres undefined)	2%	-26%	-6%	2%	4%	11%	11%	i
15	COc1ccccc1-c1nnc(SCC(=O)O)n1C	-25%	9%	11%	0%	-13%	3%	6%	i
16	Cc1cc(-c2nn3c(-c4ccccc4)nnc3s2)c2ccccc2n1	-17%	2%	-6%	3%	39%	0%	-1%	-4%[57.5 µM]
17	OCCc1ccc(O)c(-n2nc3ccccc3n2)c1	u	-14%	3%	6%	13%	1%	-3%	i
18	Cc1ccc(Cc2c(-c3ccccc3)nc3cc(C)c(Br)c(C)n23)cc1	6%	-12%	4%	4%	-7%	11%	0%	-22%
19	O=C(Nc1cc(Br)ccc1O)C1CC(c2c(F)cccc2Cl)=NO1 (centres undefined)	6%	8%	-2%	16%	-13%	21%	-6%	-6%
20	CSc1ccc(CN2CCC(C)(Oc3cccc(C#N)c3)C2)cc1 (centres undefined)	-5%	-8%	5%	5%	-12%	16%	-7%	-9%

# Following part
No.	SMILES	TDP-43 yeast inh	EPAC1 antag	aSyn rescue	EPAC1 ag	FUS yeast rescue	EPAC2 ag	EPAC2 antagonist	PTHR1 ag
21	NC(=O)Cc1nc(-c2ccc(F)cc2)cs1	13%	-5%	1%	5%	10%	1%	2%	i
22	CCOC(=O)c1nnc(-c2ccc(C)cc2)nc1Sc1ccccc1Cl	19%	3%	5%	6%	x	7%	-4%	i
23	O=C(C1=C[C@H](c2csc3ccccc23)C[C@H](OCCCCO)O1)N1CCOCC1	14%	-15%	2%	4%	13%	-1%	3%	-22%
24	O=C(O)c1csc(N/N=C/c2ccc(Br)cc2)n1	-24%[9.22 µM]	-2%	-4%	-10%	28%	4%	4%	i
25	Cn1c(=O)c2[nH]c(-c3ccccc3Cl)c(O)c2n(C)c1=O	10%	-14%	-1%	-4%	0%	-2%	13%	i
26	O=C(NCCN1CCCCCC1)C1CCCN1S(=O)(=O)c1cccc2nsnc12 (centres undefined)	6%	-3%	1%	12%	20%	11%	2%	i
27	CC1=C(C(N)=O)C(c2cccc(Br)c2)n2nc(SCc3ccccc3Cl)nc2N1 (centres undefined)	-4%	x	12%	x	2%	x	x	-4%
28	COC(=O)c1ccc(C2C(Oc3ccccc3)C(=O)N2CCc2ccc(F)cc2)cc1 (centres undefined)	-22%	3%	-5%	3%	32%	-4%	9%	i
29	OC1CCNC(=S)N1c1ccccc1 (centres undefined)	2%	19%	0%	0%	-1%	6%	-4%	-15%
30	COc1ccc(-c2[nH]ncc2CNCc2cc(C)n(C)n2)c(F)c1	14%	4%	2%	5%	-28%	7%	-3%	-15%
31	S=c1[nH]nc(C2(c3ccccc3)CCCC2)o1	u	-11%	0%	-1%	-31%	8%	-1%	-16%
32	CCOc1ccc2[nH]c(=O)c(CN(Cc3ccco3)C(=O)c3cccc(F)c3)cc2c1	1%	5%	0%	10%	-18%	-1%[15.6 µM]	1%	-10%[57.5 µM]
33	Cc1cc(N(C)C)c(C#N)c(=O)[nH]1	4%	10%	2%	-2%	-6%	-3%	9%	i
34	CCCC(=O)Oc1ccc(N(C(=O)CCC)S(=O)(=O)c2cccs2)cc1	8%	-19%	-13%	1%	24%	9%	-14%	i
35	CC(Nc1nc(-c2ccc(F)cc2)cs1)c1nc2cc(Cl)c(Cl)cc2n1CCCO (centres undefined)	9%	-16%	6%	6%	u	-5%	6%	-95%[inhibitor]
36	COc1ccc(CN2CCCC(C(=O)N3CCCCC3)C2)cc1OC (centres undefined)	5%	13%	2%	6%	-31%	4%	11%	-5%
37	CC(C)CN(C(=O)COC(=O)CNC(=O)c1ccccc1)c1c(N)n(Cc2ccccc2)c(=O)[nH]c1=O	26%	4%	4%	-11%	12%	3%	9%	-15%
38	O=C(OCc1cc2ccccc2[nH]c1=O)c1ccncc1	0%	6%	5%	-2%	9%	8%	30%[activator][57.1 µM]	i
39	COc1cccc(C(=O)NCCSc2ccc(Br)cc2)c1	u	-28%	-2%	2%	-5%	8%	-10%	-1%
40	CCc1nnc(NC(=O)/C=C/c2ccco2)s1	19%	6%	1%	7%	-1%	6%	18%	-12%

# Remaining list, next part:
No.	SMILES	TDP-43 yeast inh	EPAC1 antag	aSyn rescue	EPAC1 ag	FUS yeast rescue	EPAC2 ag	EPAC2 antagonist	PTHR1 ag
41	Cc1ccc(NS(=O)(=O)c2ccc(NC(=O)c3cccs3)cc2)cc1	14%	-15%	-4%	-7%	23%	-8%	3%	-14%[57.5 µM]
42	COC(=O)Cc1c(C)c2ccc(OCC(=O)N3CCOCC3)cc2oc1=O	-5%	-28%	0%	6%	-41%	7%	-4%	-8%
43	CC1(C)CC2CC(C)(CN2C(=O)COC(=O)CNC(=O)c2ccc(Cl)c(Cl)c2)C1 (centres undefined)	-18%	-16%	18%	-16%	x	-6%	-22%	-95%[inhibitor]
44	CSC1=NCCN1C(=O)c1ccc(S(=O)(=O)N2CCCC2)cc1	2%	-2%	2%	-4%	-18%	7%	-8%	i
45	Cc1cccc(OCCn2ccnc2)c1C	-15%	u	5%	-4%	6%	2%	-3%	-4%
46	C=CCn1c(COc2ccc(F)cc2)nnc1SCC(=O)Nc1cccc(S(N)(=O)=O)c1	-17%	-1%	-3%	3%	17%	-7%	-21%	-21%
47	COc1ccc(C2c3[nH]c4ccccc4c3C[C@H]3C(=O)N(CCCO)CC(=O)N23)c(OC)c1 (some centres undefined)	11%	-9%	-3%	5%	-1%	7%	5%	i
48	CC1(C(=O)NS(=O)(=O)c2cccc(F)c2)CCN1C(=O)Cc1ccccc1 (centres undefined)	24%	12%	-2%	-3%	-15%	-3%	12%	-18%
49	COc1ccc(CCNC(=O)Cn2cnc3scc(-c4ccccc4)c3c2=O)cc1OC	-3%	2%	1%	-8%	-8%	1%	3%[57.1 µM]	-13%
50	COc1ccc(CNC(=O)C[C@H]2C(=O)N(C3CCCCC3)C[C@@H]2Cc2ccccc2)cc1	13%	-4%	-1%	-2%	14%	2%	-3%	i
51	O=C(/C=C1\SC(=O)N(CC(=O)Nc2ccc(F)cc2)C1=O)Nc1ccc(Cl)cc1	16%	12%	-15%	-3%	-21%	0%	12%	i
52	Nc1ncc(Br)cc1S(=O)(=O)NCCC(=O)Nc1cccc(Cl)c1	-10%	-3%	0%	10%	-24%	13%	-7%	i
53	CCc1nnc(NC(=O)c2ccc(S(=O)(=O)NC3CCCCC3)cc2)s1	-6%	5%	1%	-6%	6%	1%	1%	i
54	COc1cc(SC)ccc1C(=O)NCCCn1ccnc1	5%	9%	-2%	-3%	2%	2%	6%	-34%[inhibitor]
55	CCOC(=O)C1=C(CSc2nc3c(cc2C#N)CN(C)CC3)OC(N)=C(C#N)C1c1ccc(Cl)cc1 (centres undefined)	-1%	u	3%	-18%	u	-12%	-18%	i
56	CCNC(=S)N/N=C/c1ccc(OCC(=O)Nc2ccc(C)cc2)cc1	-14%	5%	1%	2%	12%	-11%	7%	i
57	S=C(c1cn(CCOc2cccc3ccccc23)c2ccccc12)N1CCCC1	13%	3%	9%	15%	17%	9%	2%	-40%[inhibitor]
58	CCN(C(=O)c1ccc2c(SCC(=O)O)c3c(nc2c1)CCC3)c1cc(Cl)ccc1OC	2%	-13%	-13%	-3%	11%	4%	0%	-8%
59	CNC(=O)c1cccc(NC(=O)c2ccccc2OCc2ccccc2)c1	15%	-24%	4%	2%	17%	5%	-12%	-9%

# Entries of single compounds as entered above. Order of screens: TDP-43 yeast inh, EPAC1 antag, aSyn rescue, EPAC1 ag, FUS yeast rescue, EPAC2 ag, EPAC2 antagonist, PTHR1 ag
# Record of CCOC(=O)C1=C(CSc2nc3c(cc2C#N)CN(C)CC3)OC(N)=C(C#N)C1c1ccc(Cl)cc1 (centres undefined) : -1%, u, 3%, -18%, u, -12%, -18%, i
# Record of CCc1nnc(NC(=O)c2ccc(S(=O)(=O)NC3CCCCC3)cc2)s1 : -6%, 5%, 1%, -6%, 6%, 1%, 1%, i
# Record of O=C(/C=C1\SC(=O)N(CC(=O)Nc2ccc(F)cc2)C1=O)Nc1ccc(Cl)cc1 : 16%, 12%, -15%, -3%, -21%, 0%, 12%, i
# Record of CC1(C(=O)NS(=O)(=O)c2cccc(F)c2)CCN1C(=O)Cc1ccccc1 (centres undefined) : 24%, 12%, -2%, -3%, -15%, -3%, 12%, -18%

# Screening data (PubChem BioAssay)
